# Screens as filed in PubChem BioAssay.
# Gal4-VP16 FLuc = inhibits Gal4-VP16 luciferase reporter, ROR gamma counter-screen; Drosophila S2 Gal4-VP16 UAS-luciferase, luminescence, 20 h; Potency, µM (series often up to 53.6 µM), for inactives: top-dose activity, negative = inhibition, most hits filed as inhibitors; hit rate 3.5% among 310,000; AID 2546;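 note: Gal4-VP16 expression switched on by copper sulfate through the metallothionein promoter; potency is the fitted concentration of half-maximal effect; % is set by controls: 0 for no effect and ±100 for the full control effect; nearly all actives have a fitted effect of over 50% in size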
# ELG1 genotoxic = inducers of genotoxicity in HEK293T ELG1-luciferase cells | HEK293T ELG1-luciferase reporter, luminescence, 16 h | Potency, µM (highest dose often 46 µM), for the others: top-dose activity change, positive = activation, hits mostly activators | hit rate 1.3% among 330,000 | AID 504466; note: potency is the fitted concentration of half-maximal effect; % of control where 0% means no effect; nearly all actives have a fitted effect of over 60% in size
#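 HEK293T cells expressing luciferase-tagged ELG1 were exposed to compound or DMSO vehicle for 16 hr at 37 °C and 5% CO2. Luciferase activity was then measured with ONE-Glo after 30 min at room temperature.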
# RORg inh = ROR gamma (mouse) transcription inhibition | P51450 | Drosophila S2 Gal4-RORgamma UAS-luciferase reporter, 20 h | Potency, µM (top dose mostly 53.6 µM), for inactives: top-dose activity change, negative = inhibition, most hits filed as inhibitors | hit rate 5.4% among 310,000; note: potency is the fitted concentration of half-maximal effect; % is set by controls: 0 for no effect and ±100 for the full control effect; nearly all actives have a fitted effect of over 60% in size
# Target sequence (P51450 whole entry, looked up, the tested form may be a part): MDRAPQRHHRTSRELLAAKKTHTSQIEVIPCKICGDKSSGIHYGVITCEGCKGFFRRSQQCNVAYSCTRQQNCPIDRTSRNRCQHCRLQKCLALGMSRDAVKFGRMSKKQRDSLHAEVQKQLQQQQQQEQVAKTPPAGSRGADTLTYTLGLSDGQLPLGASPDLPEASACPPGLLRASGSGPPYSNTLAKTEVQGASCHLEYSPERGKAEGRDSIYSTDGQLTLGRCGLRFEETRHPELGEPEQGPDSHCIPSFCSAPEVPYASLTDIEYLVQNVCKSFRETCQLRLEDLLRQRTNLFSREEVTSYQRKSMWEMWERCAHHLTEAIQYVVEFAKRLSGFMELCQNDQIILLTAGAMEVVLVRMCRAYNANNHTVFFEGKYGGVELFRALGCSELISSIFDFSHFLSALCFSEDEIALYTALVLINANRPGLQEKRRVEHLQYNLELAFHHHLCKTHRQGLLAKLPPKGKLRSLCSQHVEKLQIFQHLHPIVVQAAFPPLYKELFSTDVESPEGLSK
#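 Compounds are pin-transferred onto Drosophila Schneider cells expressing a copper-inducible Gal4–ROR gamma transactivation domain fusion. After 1 hr, copper sulfate is added to 700 uM final; luciferase is read 20 hr later.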
# Rab9 prom act = activators of Rab9 promoter. Potency, µM (highest dose often 9.22 µM), inactives show at the top dose activation, negative = inhibition, most hits filed as activators. Huh7 Rab9 promoter-luciferase reporter, luminescence, 24 h. AID 485297. hit rate 2.8% among 320,000; note: potency is the fitted concentration of half-maximal effect; % of control where 0% means no effect; nearly all actives have a fitted effect of over 60% in size
#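 Quantitative HTS format; Huh7 Rab9-luciferase reporter cells (1500/well) receive compound 2 h post-plating, incubate 24 h at 37 °C, then get luciferase reagent for 10 min before luminescence reading.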
# FLuc counter = counter-screen for miR-21 project: firefly luciferase inhibitors or activators; P08659; purified FLuc, Km substrates, luminescence inhibition; Potency, µM (titrated, usually from 57.5 µM), for inactives: at the top dose activity change, negative = inhibition, actives largely listed as inhibitors; hit rate 6.9% among 360,000;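 note: potency is the fitted concentration of half-maximal effect; plate controls were vehicle for no effect and reference inhibitor for full effect; nearly all actives have a fitted effect of over 55% in size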
#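 Biochemical qHTS of compounds, final roughly 60 µM downward over six points, against 10 nM purified firefly luciferase using Km concentrations of substrates (10 uM D-luciferin, 10 uM ATP) in Tris acetate pH 7.5 buffer; luminescence output.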
# KCNH2 3.1 block = inhibitors of human KCNH2 3.1 potassium channel isoform. hit rate 0.95% among 340,000. activity change, % (tested at about 1.8 µM). U2OS KCNH2 3.1, thallium flux FluxOr; stronger effect = lower value. AID 720553;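 active = maximum activity change below -70%; inconclusive = maximum activity change from -70% to -50%; inactive = maximum activity change above -50%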;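 note: thallium influx rate constant from kinetic fluorescence after stimulation buffer; % is set by controls: 0 for no effect and ±100 for the full control effect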
#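 Virally transduced U2OS (3.1 isoform, 4 h infection in dark at RT) → overnight 37 C → FluxOr + Red40 in HBSS/HEPES, 45 min → stimulation buffer, 2 min kinetic read → rate constant vs DMSO controls.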
# NPC1 promoter act = activates the NPC1 promoter. Huh7 NPC1 promoter luciferase reporter, 24 h. Potency, µM (doses to about 9.22 µM), for inactives: top-dose activation, most hits filed as activators. hit rate 2.4% among 320,000;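 note: potency is the fitted concentration of half-maximal effect; % of control where 0% means no effect; nearly all actives have a fitted effect of over 60% in size; reporter is driven by a mutant NPC1 promoter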
#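 Stably transfected Huh7 (NPC1 promoter→luciferase), 1500 cells/well in Opti-MEM + 10% FBS, 2 h settle, then compound 24 h at 37 °C. Luminescence after 10 min with Amplite reagent.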
# Coupling enz = counter-screen for Giardia aldolase inhibitors: coupling enzyme system | coupling enzyme system counterscreen, AmpLite Red fluorescence | activity change, negative = inhibition, % at 58.2 µM, hits read low | hit rate 0.67% among 290,000; in the data active = activity change below about -30%; note: % is set by controls: 0 for no effect and ±100 for the full control effect
#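 Counterscreen of the coupled detection system alone, without aldolase: glyceraldehyde-3-phosphate coupling enzymes plus AmpLite Red readout. Compounds at 57.5 uM final, 10 min RT preincubation, 20 min RT reaction, fluorescence 525/598 nm.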
# uPA surface inh = blocks generation of uPA at the cell surface | hit rate 0.31% among 330,000 | Potency, µM (top dose mostly 38.3 µM), without a hit: at the highest dose activity change, negative = inhibition, hits mostly inhibitors | cell surface uPA generation assay, qHTS; active = well fitted inhibition curve with a large enough effect; inconclusive = small, poorly fitted or top-dose-only effect; inactive = no such curve, though single readings can be large or run the other way; tested in mouse RAW 264.7 cells; note: potency is the fitted concentration of half-maximal effect; % is set by controls: 0 for no effect and ±100 for the full control effect; nearly all actives have a fitted effect of over 55% in size
# Tb PFK inh = blocks T. brucei phosphofructokinase. Potency, µM (series often up to 57.5 µM), for inactives: top-dose activity, negative = inhibition, hits mostly inhibitors. hit rate 0.17% among 330,000. AID 485367. T. brucei PFK, ADP-Glo luminescence;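 note: potency is the fitted concentration of half-maximal effect; 0% = uninhibited 1x PFK enzyme wells and -100% = no-enzyme wells; nearly all actives have a fitted effect of over 60% in size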
#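 ADP-Glo luminescence quantified ADP after 45 min at room temperature, with 1.25 nM T. brucei PFK, 0.1 mM ATP and 0.5 mM fructose-6-phosphate in pH 8.0 TEA buffer. qHTS titrations up to 57 µM; curves classified by quality.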
# Giardia kill = Giardia lamblia killing; Giardia lamblia trophozoite viability; activity change, % at 7.66 µM, hits read low; hit rate 0.15% among 340,000; AID 540267; in the data active = activity change below about -80%; inconclusive = between about -30% and that limit;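 note: parasites exposed to compound for two days anaerobically before the ATP read; % is set by controls: 0 for no effect and ±100 for the full control effect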
#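 Trophozoite viability was measured as ATP-dependent luminescence, read 15-30 min after reagent addition. Before that, parasites at 100 cells/well were exposed to compounds for 48 h, anaerobically, at 37 deg C.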
# * hit, by the source's call; ? = inconclusive; . = no result given; ! = a repeat was not active; [ ] = another dose, or the depositor's remark. Unless noted, calls come from the whole dose curve; as a rule, active = well fitted curve in the direction sought with a large enough effect; inconclusive = small, poorly fitted or top-dose-only effect, or another doubt; inactive = no such curve, though single readings can be large; an effect the other way counts as inactive or inconclusive.
SMILES,Gal4-VP16 FLuc,ELG1 genotoxic,RORg inh,Rab9 prom act,FLuc counter,KCNH2 3.1 block,NPC1 promoter act,Coupling enz,uPA surface inh,Tb PFK inh,Giardia kill
Oc1cc2c(cc1O)C1c3ccc(O)c(O)c3OCC1(O)C2 (stereo unspecified),13µM*!,1%,?,9%,8.5µM*,-13,1%,-72*!,-18%,?,-14
C[C@]12CC[C@H]3C(=CCc4cc(O)ccc43)[C@@H]1CCC2=O,5%,3%,13%,4%,.,9,20%,-6,?,-4%,34[activator]

# Only part of the results is shown (hit frequency here may not be typical).
